Bioassay records from PubChem.
SUMO1 PPI mod = modulators of SUMO1 protein-protein interactions, primary screen, biochemical, uHTS; Small ubiquitin-related modifier 1 (Homo sapiens), P63165; SUMO1 binding to a labelled peptide, TR-FRET, 1 h; inhibition, % at 20 µM; 360,000 compounds, 0.33% hits; AID 602429, 2012; in the data active = inhibition above about 37%
CendR NRP1 mod = modulators of CendR peptide binding to NRP-1, primary screen, biochemical, fluorescence polarization, uHTS | Neuropilin-1 (Homo sapiens), O14786 | FAM-RPARPAR peptide binding to NRP-1 | inhibition, % at 25 µM | 360,000 compounds, 0.85% hits;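 active = inhibition or corrected inhibition above about 18%, plus a signal ratio from 0.5 to 1.5, limit read from the data, passing the limit was not always enough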; note: strong numbers were not always called active
SKN-1 inh = suppressors of acrylamide-induced Pgst-4::GFP reporter in worms, primary screen, SKN-1 inhibitor project, whole organism, uHTS, GFP/RFP fluorescence ratio, strain VP596 | 360,000 compounds, 0.49% hits | inhibition, % at 21.8 µM | C. elegans VP596 Pgst-4::GFP/RFP ratio, 24 h | AID 624304, 2012;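 active = interference check ratio from 0.5 to 1.5 plus GFP to RFP signal ratio inhibition reaching or exceeding a fixed threshold, cut at about 30% in these data, passing the limit was not always enough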; note: some compounds called inactive have numbers as strong as hits
DNMT1 inh = human DNMT1 methyltransferase inhibitors, primary screen, biochemical, molecular beacon, fluorescence, HinP1I cleavage, uHTS; DNA (cytosine-5)-methyltransferase 1 (Homo sapiens), P26358; inhibition (reported as % activation of signal), % at 10 µM; 360,000 compounds, 0.83% hits; AID 588458, 2011; in the data active = inhibition above about 50%
STEP inh = STEP phosphatase inhibitors, primary screen, biochemical, fluorescence intensity, uHTS; 360,000 compounds, 0.25% hits; recombinant STEP, OMFP fluorogenic substrate; inhibition, % at 20 µM; Tyrosine-protein phosphatase non-receptor type 5 (Homo sapiens), P54829;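 active = inhibition at 20 µM, scaled per plate between control wells, above about 37%, limit read from the data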;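 note: 0% = DMSO with enzyme and substrate and 100% = substrate only without enzyme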
Target sequence (P54829 whole entry, looked up): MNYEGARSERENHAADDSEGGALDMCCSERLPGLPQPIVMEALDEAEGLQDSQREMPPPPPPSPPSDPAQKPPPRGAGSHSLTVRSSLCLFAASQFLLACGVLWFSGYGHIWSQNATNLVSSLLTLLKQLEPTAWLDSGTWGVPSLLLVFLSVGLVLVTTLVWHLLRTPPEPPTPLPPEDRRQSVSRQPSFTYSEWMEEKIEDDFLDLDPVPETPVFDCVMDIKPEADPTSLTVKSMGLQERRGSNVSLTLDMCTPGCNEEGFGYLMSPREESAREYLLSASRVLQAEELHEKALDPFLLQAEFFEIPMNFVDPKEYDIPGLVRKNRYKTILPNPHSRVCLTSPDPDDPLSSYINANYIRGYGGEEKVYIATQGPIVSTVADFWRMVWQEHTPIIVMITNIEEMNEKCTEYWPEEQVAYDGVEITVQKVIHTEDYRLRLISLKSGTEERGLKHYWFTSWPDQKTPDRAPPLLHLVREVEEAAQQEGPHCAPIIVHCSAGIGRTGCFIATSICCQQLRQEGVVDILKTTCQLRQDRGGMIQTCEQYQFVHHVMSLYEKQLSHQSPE
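Also added – OMFP at 25 µM · Test system – STEP tyrosine phosphatase · Technique – FITC-channel fluorescence of OMFP product · Schedule – 20 min at room temperature, dark · Evaluation – control-normalized % inhibition with plate pattern correction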
Scp-1 inhibitor = Scp-1 phosphatase inhibitors, primary screen, biochemical, colorimetric, uHTS. Carboxy-terminal domain RNA polymerase II polypeptide A small phosphatase 1 (Homo …. 340,000 compounds, 0.88% hits. Recombinant Scp1, phosphopeptide, malachite green phosphate absorbance. inhibition, % at 20 µM;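 active = inhibition above about 50% at 20 µM, limit read from the data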;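 note: plate controls were DMSO wells with enzyme for no effect and wells lacking enzyme for full effect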
Target sequence (Q9GZU7 76-261 limits assumed): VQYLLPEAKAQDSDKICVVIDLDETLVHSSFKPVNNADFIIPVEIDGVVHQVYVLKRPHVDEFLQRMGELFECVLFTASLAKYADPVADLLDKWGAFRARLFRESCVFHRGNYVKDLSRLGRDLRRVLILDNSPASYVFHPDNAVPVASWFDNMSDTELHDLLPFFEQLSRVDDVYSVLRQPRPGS
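Test system: SCP-1 phosphatase catalytic domain, residues 76-261 | Compound dosing: One concentration, 20 µM, with 1.0% DMSO | Schedule: 45 min room-temperature reaction, 5 min colour, 30 min stabiliser | Detection: Absorbance at 630 nm | Read-out basis: % inhibition of SCP-1 phosphate liberation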
NadD inh = inhibitors of S. aureus NadD, primary screen, biochemical, colorimetric, uHTS; AID 602399, 2012; 360,000 compounds, 0.78% hits; inhibition, % at 20 µM; purified NadD enzyme, colorimetric absorbance read-out; Nicotinate-nucleotide adenylyltransferase NadD (Staphylococcus aureus N315); in the data active = inhibition above about 26%; note: some compounds past the cut are filed as inactive
MT1-MMP act inh = blockers of MT1-MMP proenzyme processing, primary screen, HT1080 RFP-PRO-GFP cells, GFP/RFP fluorescence; Matrix metalloproteinase-14 (Homo sapiens), P50281; GFP/RFP ratio fluorescence, overnight; percent of plate control window, DMSO zero; GFP/RFP ratio change, % at 20 µM; 360,000 compounds, 0.061% hits;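 active = GFP/RFP ratio change of at least 30% with cell ATP level not reduced by more than half and red fluorescence within 50% of control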; note: strong numbers were not always called active
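Read-out: GFP/RFP fluorescence ratio; Test system: RFP-PRO-GFP reporter HT1080 cells; Compound dosing: single-point 20 µM compound, 1% DMSO; Times: overnight compound exposure at 37 °C.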
LMPTP block = LMPTP phosphatase inhibitors, primary screen, biochemical, fluorescence intensity, uHTS. inhibition, % at 20 µM. recombinant LMPTP-A, OMFP fluorogenic substrate. 360,000 compounds, 0.22% hits. Low molecular weight phosphotyrosine protein phosphatase (Homo sapiens), P24666;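 active = compounds that cut the enzyme signal by at least half of the control window in the single-dose screen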;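 note: plate controls were DMSO wells with enzyme plus substrate for no effect and substrate without enzyme for full effect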
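Assay system: LMPTP-A, protein tyrosine phosphatase of low molecular weight / Medium: pH 6.0 Bis-Tris buffer with DTT and Triton X-100 / Schedule: 50 min enzyme reaction at room temperature, protected from light / Measured by: endpoint fluorescence intensity from OMFP dephosphorylation / Read-out basis: % inhibition relative to no-enzyme and uninhibited control wells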
Rpn11 inh = Rpn11 (PSMD14) deubiquitinase inhibitors, primary screen, biochemical, fluorescence polarization, uHTS; 26S proteasome non-ATPase regulatory subunit 14 (Homo sapiens), O00487; human 26S proteasome, Ub4-pepOG fluorescence polarization; 20S core pre-blocked with epoxomicin; calls only at 20 µM; 360,000 compounds, 0.59% hits; AID 588493, 2011;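 active = inhibition at 20 µM, scaled to each plate's controls, above about 33%, limit read from the data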
Target sequence (O00487 whole entry, looked up): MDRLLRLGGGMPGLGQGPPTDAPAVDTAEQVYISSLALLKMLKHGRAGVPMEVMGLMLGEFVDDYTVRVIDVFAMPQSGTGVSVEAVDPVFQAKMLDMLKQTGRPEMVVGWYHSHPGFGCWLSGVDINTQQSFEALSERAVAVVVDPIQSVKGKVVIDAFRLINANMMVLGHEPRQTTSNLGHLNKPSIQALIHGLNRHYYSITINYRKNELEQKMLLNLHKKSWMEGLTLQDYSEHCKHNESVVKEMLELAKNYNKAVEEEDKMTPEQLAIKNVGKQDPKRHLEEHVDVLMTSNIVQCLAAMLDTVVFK
An asterisk follows results filed as active; i = inactive; . = no result given; & = joins results of further samples.

SMILES	SUMO1 PPI mod	CendR NRP1 mod	SKN-1 inh	DNMT1 inh	STEP inh	Scp-1 inhibitor	NadD inh	MT1-MMP act inh	LMPTP block	Rpn11 inh
Cc1c(N2C(=O)/C(=C/C3CC=CCC3)SC2=S)c(=O)n(-c2ccccc2)n1C (stereo not drawn)	-6.7	-0.3	-10.3	-1.8	0.4	3.1	9.5	17.3	1.3	i
CC(C)NC(=O)N(C)C[C@H]1Oc2ccc(NC(=O)CCC(F)(F)F)cc2C(=O)N([C@H](C)CO)C[C@@H]1C	-7.0	-5.2	9.1	4.8	-0.7	-3.0	-1.7	4.5	-2.4	i
O=C(Oc1cccnc1)c1ccco1	-1.1	-2.9	-2.8	2.4	2.3	6.3	2.0	0.3	-0.9	i
CC(C)CCNC(=O)C(c1cccnc1)N(Cc1ccccc1)C(=O)Cn1nnc2ccccc21 (stereo not drawn)	-2.5	7.1	-35.3	3.4	-3.0	6.3	-5.1	1.2	-0.1	i
N#CC1=C(N)OC2=C(C(=O)CCC2)C1CCc1ccccc1 (stereo not drawn)	-3.2	-8.4	3.4	-8.2	-0.4	-7.4	2.5	-9.1	0.9	i
O=C(Nc1ccc2c(c1)C(=O)OC2)c1ccc(Cl)cc1	1.5	-0.5	-12.4	1.5	0.6	-2.0	-3.9	0.6	0.4	i
CCC(C)N(C(=O)Cn1cnc2c1c(=O)n(C)c(=O)n2C)C1CCS(=O)(=O)C1 (stereo not drawn)	-2.1	12.6	-1.0	1.4	2.6	-2.0	-4.2	1.7	-0.4	i
O=C(CSc1nc2ccccc2c(=O)n1CCC(=O)N1CCCCC1)NCc1ccccc1	0.3	4.2	-20.3	2.0	-4.5	-4.7	7.9	4.8	-1.4	i
CCc1cc(C(N)=S)ccn1	-2.4&-2.4	-0.1&-9.1	-5.3&15.9	0.4&3.6	0.5&-2.4	-8.8&-8.8	1.0&3.2	-1.0&5.0	0.0&-1.8	i
COc1ccc(C2=NS(=O)(=O)N(C)C(C(=O)N3C(C)CCCC3C)=C2)cc1 (stereo not drawn)	-15.3	-11.9	5.7	3.8	0.5	-6.5	0.1	-1.2	-1.1	i
COC(=O)c1sccc1NS(=O)(=O)c1ccccc1[N+](=O)[O-]	-1.9	3.5	5.5	1.4	1.2	-2.7	-2.5	1.5	0.6	i
CCCc1cc(=O)oc2cc(C)cc(OC(=O)c3ccco3)c12	0.3	-1.0	6.4	3.7	0.0	-1.3	-2.4	-7.6	0.5	i
CC(C)(C)CC(=O)Nc1nnc(-c2cccs2)s1	3.1	-2.3	1.9	10.5	1.4	-12.1	4.1	-12.3	0.7	i
O=c1[nH]c(CSc2nnc(NCCCN3CCOCC3)s2)nc2cc(Cl)ccc12	10.7	15.7	3.8	-1.8	-1.0	-4.6	-2.3	4.8	-1.0	i
CCOC(=O)N1CCN(C(=O)C[C@@H]2C[C@@]3(C(=O)OC)CCCCC=C3N(Cc3ccco3)C2=O)CC1	-7.1	-21.6	1.0	.	.	.	-2.9	-1.1	-0.5	.
COc1ccc(-c2ccc3c(c2)C2CC3CCN2S(=O)(=O)c2ccccc2C)cc1 (stereo not drawn)	4.0	-2.6	-11.3	2.4	3.0	-0.1	2.2	3.4	1.0	i
CC1(C(=O)NS(=O)(=O)c2ccccc2Cl)CCN1C(=O)CCc1ccc(Cl)cc1Cl (stereo not drawn)	7.0	-4.8	-6.5	3.6	-3.2	.	-2.5	.	-1.1	i
COc1ccc(C2C(C(C)=O)=C(O)C(=O)N2c2ccccn2)cc1 (stereo not drawn)	-2.6	8.6	1.6	2.1	2.9	0.9	-1.5	1.5	-1.9	i
O=C(NCc1cccnc1)c1cc(C2CCCCN2C(=O)c2cccs2)on1 (stereo not drawn)	0.3	-3.3	10.9	5.7	0.8	.	2.5	2.8	0.0	i
CCOC(=O)C1CCN(C(=O)c2n[nH]c(=O)c3ccccc23)CC1	-6.1	-3.6	-3.5	4.8	-1.4	2.6	-8.6	-1.9	-0.9	i

Entries of single compounds, looked up by structure. Screens in order: SUMO1 PPI mod	CendR NRP1 mod	SKN-1 inh	DNMT1 inh	STEP inh	Scp-1 inhibitor	NadD inh	MT1-MMP act inh	LMPTP block	Rpn11 inh
Listed for O=c1[nH]c(CSc2nnc(NCCCN3CCOCC3)s2)nc2cc(Cl)ccc12 : 10.7	15.7	3.8	-1.8	-1.0	-4.6	-2.3	4.8	-1.0	i
Listed for CCOC(=O)C1CCN(C(=O)c2n[nH]c(=O)c3ccccc23)CC1 : -6.1	-3.6	-3.5	4.8	-1.4	2.6	-8.6	-1.9	-0.9	i
Listed for CC(C)(C)CC(=O)Nc1nnc(-c2cccs2)s1 : 3.1	-2.3	1.9	10.5	1.4	-12.1	4.1	-12.3	0.7	i

More structures
SMILES	SUMO1 PPI mod	CendR NRP1 mod	SKN-1 inh	DNMT1 inh	STEP inh	Scp-1 inhibitor	NadD inh	MT1-MMP act inh	LMPTP block	Rpn11 inh
Cc1nn(-c2ccncc2)c2c1C(=O)CC(C)(C)C2Br (stereo not drawn)	4.3	3.2	7.7	-1.6	1.2	-16.7	-2.9	-1.3	-0.3	i
Cc1nc2ccc(C(=O)OCc3nnc(-c4ccc(Br)cc4)o3)cc2nc1C	-19.7	-4.6	-2.9	9.4	2.4	2.4	5.5	1.3	-2.0	i
COc1cc(C2/C(=C(\O)c3ccc4c(c3)OCCO4)C(=O)C(=O)N2Cc2ccccc2)ccc1O (stereo not drawn)	3.5	5.7	7.9	0.5	3.5	-3.5	4.8	2.5	5.7	i
CC(Oc1ccc(Cl)cc1)C(=O)Nc1cccc(S(=O)(=O)N2CCOCC2)c1 (stereo not drawn)	6.1	9.6	3.4	-1.2	-0.5	-5.7	-1.8	8.3	0.1	i
CCCCNC(=O)C1(C)CCN1C(=O)c1ccc(OC)c(C(F)(F)F)c1 (stereo not drawn)	7.2	-1.5	-4.9	2.6	1.7	.	0.6	2.1	-1.2	i
CCOc1cc2oc(=O)c3c(c2cc1Cl)CCC3	0.1	-8.2	3.1	9.8	1.4	-13.9	4.2	4.5	-1.3	i
CCC(=O)NCCc1nc2ccccc2n1Cc1ccccc1	-4.5	-15.0	-20.6	0.0	-1.7	-8.3	-2.8	3.9	3.2	i
COc1cc2c(cc1OC)C(c1c(Cl)cccc1Cl)NC(=O)C2 (stereo not drawn)	-3.6	-5.9	-20.4	0.7	-1.3	-6.2	-5.4	-0.6	0.8	i
Cc1cccc(C(=O)OCC(=O)Nc2c(C)nn(-c3ccccc3)c2C)c1O	-2.5	-1.3	-10.7	1.2	1.4	-3.8	-4.1	-3.8	-0.7	i
O=S(=O)(NCCc1csc(-c2cccnc2)n1)c1ccc2c(c1)OCCO2	-2.0	-1.7	9.8	-3.2	2.0	-6.5	-6.0	-0.5	-1.6	i
COc1cc(OC)c(NC(=O)c2c(-c3ccccc3)noc2C)cc1Cl	-2.3	-11.1	-1.8	6.4	-2.9	6.9	-10.0	24.5	4.2	i
Cc1cc(NC(=O)C2CCN(S(=O)(=O)Cc3ccccc3)CC2)ccc1-n1cnnn1	-4.1	6.6	30.1	-2.9	-2.3	3.2	-4.6	-2.5	1.3	i
CN(C)c1nc(NCc2ccccc2)nc(SCC(=O)Nc2ccc(Cl)c(Cl)c2)n1	-0.8	-8.1	4.9	-14.2	0.4	4.6	10.4	-5.9	4.7	i
CC1=CS(=O)(=O)CC1Sc1ncn[nH]1 (stereo not drawn)	1.4	7.1	-21.3	0.3	-1.7	-3.3	-4.4	-0.9	-3.5	i
Cc1cccc(-n2c(-c3ccncc3)n[nH]c2=S)c1C	1.5	-5.3	4.0	-1.0	1.2	2.6	3.6	0.8	-0.6	i
CC(=O)NC(=S)Nc1ccc(NC(=O)c2cccnc2)cc1	2.7	6.7	2.7	-1.5	-2.8	-8.9	-1.5	0.0	0.8	i
COc1ccccc1-c1nc(-c2ccc(C)nc2OC)no1	1.9	-12.3	-8.6	7.0	-2.0	-0.7	-4.3	-0.9	0.2	i
CSc1ccc(S(=O)(=O)N2CCC(C(=O)Nc3ccc(C(N)=O)cc3)CC2)cc1	-1.1	4.5	-3.4	2.8	1.1	4.2	-5.8	2.1	14.5	i
Cc1ccc(N(CC(=O)NCc2ccc3c(c2)OCO3)S(=O)(=O)c2c(C)noc2C)cc1	0.7	-1.5	-0.1	0.4	-1.8	2.4	-8.2	4.6	-0.3	i
Cn1cc(P(=S)(N2CCOCC2)N2CCOCC2)cc1P(=S)(N1CCOCC1)N1CCOCC1	-1.3	3.2	-8.2	3.1	0.4	2.6	3.5	1.3	0.7	i
COc1ccc(CN(CC(=O)NCC2CCCO2)C(=O)CNS(=O)(=O)c2ccccc2)cc1 (stereo not drawn)	0.6	4.9	9.3	0.2	0.2	-10.1	-1.8	2.0	-0.5	i
COc1ccc(NC(=S)N(CCCN2CCOCC2)Cc2ccccn2)cc1	4.7	-6.7	-14.9	0.3	8.1	-5.2	-5.3	1.2	-2.5	i
O=C(CN1CCCCC1)Nc1nc(-c2ccc(F)c(F)c2)cs1	2.8	7.6	27.4	0.7	-0.6	1.4	-3.7	1.7	1.6	i
CC1(C)Cc2nc3sc4c(N(CCO)CCO)nnnc4c3cc2CO1	2.0	0.1	-23.8	0.7	-0.3	-4.6	0.6	2.1	0.8	i
CCOC(=O)C1=C(C)N(C)C(=O)NC1c1c(OC)ccc2ccccc12 (stereo not drawn)	-1.0	3.1	3.4	2.2	2.8	-8.1	-1.4	5.4	0.2	i
COc1ccc(O)c(C(=O)c2cnn(-c3ccccn3)c2)c1	-11.3	2.0	8.7	-3.6	-5.0	-9.1	-0.8	0.5	0.7	i
Cc1ccc(C)c(NC(=O)CCC(=O)N/N=C/c2ccc[nH]2)c1	-1.1	-11.1	4.2	-14.9	1.7	-10.7	-3.7	-24.3	-0.1	i
